Screens: PubChem BioAssay, several laboratories
Hck-Nef inh: human Hck-Nef kinase inhibition | 220,000 compounds, 0.68% hits | Recombinant Hck-YEEI plus Nef, Z-Lyte FRET kinase assay | inhibition, % at 20 µM | P08631 | AID 463187;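 active means Hck-Nef kinase inhibition above about 50%, limit read from the data; inactive means inhibition below that limit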;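 further: 0% = DMSO with Hck plus Nef and 100% = Hck alone without Nef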
EP2 mod: modulators of human EP2 prostaglandin E2 receptor. P43116. EP2-expressing cells, cAMP HTRF FRET, PGE2 co-stimulation. induction, % at 25 µM. 260,000 compounds, 0.83% hits;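 active means compounds whose cAMP rise, as percent of the full-agonist control response, exceeds 60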;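 further: rat C6 glioma line stably carrying human EP2 under a CMV promoter; the protocol text gives 20 µM as final concentration; 100% = response of wells given 1 µM PGE2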
EP2 antag: inhibitors of human EP2 prostaglandin E2 receptor; inhibition, % at 25 µM; C6 glioma cells expressing human EP2, cAMP TR-FRET; cells stimulated with saturating PGE2; 260,000 compounds, 0.52% hits; AID 1422; P43116;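 active means percent inhibition above 40 after rounding to a whole number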;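 further: rat C6 glioma host cells with rolipram phosphodiesterase inhibitor present; the protocol text gives 20 µM as final concentration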
Tb hexokinase: blocks Trypanosoma brucei hexokinase 1 activity; recombinant TbHK1, G6PDH-coupled NADH A340; inhibition, % at 10 µM; 220,000 compounds, 0.11% hits; AID 1430;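 active means inhibition of 50% or more in the single-dose primary screen; inactive means inhibition below 50%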
m-calpain inh: blocks pig calpain II enzyme activity; inhibition, % at 16 µM; 220,000 compounds, 0.37% hits; purified calpain II, fluorogenic peptide substrate, 30 min; AID 1236;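 active means inhibition above about 50%, limit read from the data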
L929 necroptosis: blocks zVAD induced death of L929 cells. L929 zVAD necroptosis rescue, ATP luminescence, 24 h; with zVAD 60 µM. viability rescue, % at 10 µM. 220,000 compounds, 0.38% hits. AID 1377;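 active means activation, scaled between plate controls, above about 75%, limit read from the data; inactive means activation under that limit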;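 further: 0% = zVAD with DMSO and 100% = DMSO alone without zVAD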
eIF4E-4G inh: inhibitors of eIF4E and eIF4G interaction in translation initiation | P63073+Q04637 | TR-FRET eIF4E-eIF4GI(517-606) binding, 2 h | inhibition, % at 21.7 µM | 220,000 compounds, 0.37% hits;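 active means inhibition above about 30%, limit read from the data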;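 further: 0% = full FRET control wells and 100% = background wells lacking eIF4GI fragment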
Target sequence (P63073 whole entry, looked up, the tested form may be a part): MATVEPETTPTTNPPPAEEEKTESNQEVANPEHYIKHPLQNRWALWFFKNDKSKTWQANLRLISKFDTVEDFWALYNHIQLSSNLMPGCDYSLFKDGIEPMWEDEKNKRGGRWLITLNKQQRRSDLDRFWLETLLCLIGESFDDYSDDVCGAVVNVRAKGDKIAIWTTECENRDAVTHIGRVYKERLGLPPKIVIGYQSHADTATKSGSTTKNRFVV
Target sequence (Q04637 whole entry, looked up, the tested form may be a part): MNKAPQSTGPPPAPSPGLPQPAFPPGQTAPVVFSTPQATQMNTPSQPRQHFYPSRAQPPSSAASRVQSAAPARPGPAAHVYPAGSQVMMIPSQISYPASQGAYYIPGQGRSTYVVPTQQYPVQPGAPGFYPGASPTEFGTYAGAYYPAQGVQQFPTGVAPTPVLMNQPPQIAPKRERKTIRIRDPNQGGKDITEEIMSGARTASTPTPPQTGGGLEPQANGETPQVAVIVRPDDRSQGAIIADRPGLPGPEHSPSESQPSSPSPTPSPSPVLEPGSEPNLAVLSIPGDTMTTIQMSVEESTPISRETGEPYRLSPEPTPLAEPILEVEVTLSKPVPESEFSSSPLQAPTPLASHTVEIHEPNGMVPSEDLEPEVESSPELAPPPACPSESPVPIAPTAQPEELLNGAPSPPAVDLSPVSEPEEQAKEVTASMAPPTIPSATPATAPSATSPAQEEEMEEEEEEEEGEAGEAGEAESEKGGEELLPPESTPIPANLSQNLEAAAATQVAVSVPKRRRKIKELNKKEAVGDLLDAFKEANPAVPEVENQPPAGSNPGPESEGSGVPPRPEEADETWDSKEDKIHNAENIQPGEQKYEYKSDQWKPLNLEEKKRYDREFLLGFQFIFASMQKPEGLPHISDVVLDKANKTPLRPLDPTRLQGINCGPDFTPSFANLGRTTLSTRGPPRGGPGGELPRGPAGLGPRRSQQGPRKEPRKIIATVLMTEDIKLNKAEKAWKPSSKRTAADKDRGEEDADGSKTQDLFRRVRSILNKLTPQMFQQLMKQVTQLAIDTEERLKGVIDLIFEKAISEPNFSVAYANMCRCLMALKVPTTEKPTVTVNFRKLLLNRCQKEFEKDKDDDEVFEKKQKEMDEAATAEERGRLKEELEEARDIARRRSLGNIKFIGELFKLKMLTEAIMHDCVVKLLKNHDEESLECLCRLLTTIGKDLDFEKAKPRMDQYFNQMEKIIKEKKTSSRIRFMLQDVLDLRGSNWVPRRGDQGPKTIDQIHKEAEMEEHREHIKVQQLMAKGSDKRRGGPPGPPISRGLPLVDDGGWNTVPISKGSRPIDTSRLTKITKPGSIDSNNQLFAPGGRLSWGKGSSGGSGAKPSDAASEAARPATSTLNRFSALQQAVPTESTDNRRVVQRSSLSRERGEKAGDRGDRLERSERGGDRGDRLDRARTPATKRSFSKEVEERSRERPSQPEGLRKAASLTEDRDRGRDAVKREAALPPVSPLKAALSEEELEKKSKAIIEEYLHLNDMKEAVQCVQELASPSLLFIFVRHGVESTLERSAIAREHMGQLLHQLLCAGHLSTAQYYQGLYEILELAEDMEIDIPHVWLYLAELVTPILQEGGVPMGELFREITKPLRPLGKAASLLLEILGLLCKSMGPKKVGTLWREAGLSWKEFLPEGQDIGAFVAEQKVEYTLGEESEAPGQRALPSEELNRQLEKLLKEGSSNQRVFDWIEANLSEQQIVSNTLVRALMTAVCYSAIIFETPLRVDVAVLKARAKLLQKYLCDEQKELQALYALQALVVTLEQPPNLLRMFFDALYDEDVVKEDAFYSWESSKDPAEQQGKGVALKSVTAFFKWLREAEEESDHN
Rad51 HR inh: blocks human Rad51 in homologous recombination | inhibition, % at 10 µM | 200,000 compounds, 0.085% hits | hRad51 DNA strand exchange, fluorescence dequenching | Q06609;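 active means inhibition above 40% at the single screening dose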;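 further: 0% = DMSO control wells and 100% = blanks with heterologous ssDNA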
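Material: human Rad51–ssDNA filaments; Probe or stimulus: labelled 47-mer dsDNA for strand exchange; Doses: single 10 µM dose; Incubation: 37 °C 15-min filament assembly, 30-min compound preincubation, 15-min exchange; Technique: FRET fluorescence dequenching, excitation 485 nm, emission 520 nm; Measure: Fluorescence-based percent inhibition, control- and blank-normalised; Benchmarks: plate control and blank wells.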
14-3-3 Bad PPI: disrupts binding of bovine 14-3-3 zeta to phospho-Bad peptide; AID 781; inhibition, % at 21.7 µM; TR-FRET 14-3-3zeta/Dy647-pBad peptide displacement, 1 h; 220,000 compounds, 0.71% hits; P63103;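 active means inhibition above about 70%, limit read from the data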;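 further: 0% = full 14-3-3 plus peptide FRET controls and 100% = background without 14-3-3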
Starred values were filed as active, the others as inactive; i = inactive; / = no result given; & = joins results of further samples; [ ] = another dose, or the depositor's remark.

SMILES	Hck-Nef inh	EP2 mod	EP2 antag	Tb hexokinase	m-calpain inh	L929 necroptosis	eIF4E-4G inh	Rad51 HR inh	14-3-3 Bad PPI
COc1ccc(NC(=O)Cn2cc(C(=O)c3ccco3)c3ccccc32)cc1	-2	-43&12	6&2	-7	4	0.1	2	6	-11
C/C(=N\OC(=O)c1ccccc1F)c1nccs1	2	37	15	0	-2	-0.2	-2	6	5
O=C(COC(=O)C1(c2ccccc2F)CCCC1)Nc1ncc(C(F)(F)F)cc1Cl	0	41	5	5	10	0.1	-2	/	-4
O=C(O)CC(NC(=O)C(c1ccccc1)c1ccccc1)c1cccc([N+](=O)[O-])c1 (stereo not given)	6	-7	6	-6	-4	0.6	-3	15	-4
O=C(CSc1nc2[nH]ncc2c(=O)n1-c1ccccc1Br)NCc1ccccc1Cl	15	-4	6	3	35	0.6	-3	8	-5
COc1ccc(NC(=O)C2C3C=CC(C3)C2C(=O)NCc2ccccn2)c(OC)c1 (stereo not given)	10	5	12	8	-13	-0.1	5	-2	-1
CCOc1nc(C)cc(COC)c1C(N)=O	6	3	4	0	-1	-1.0	-4	21	-10
O=C(CN1C(=O)NC(c2ccccc2)(c2ccccc2)C1=O)Nc1ccc2[nH]c(=O)[nH]c2c1	4	12	15	-8	-33	1.0	3	/	1
COc1ccc(NC(=O)C(NC(=O)OC(C)(C)C)C(C)OCc2ccccc2)cc1 (stereo not given)	0	-4	5	2	-33	-0.1	-5[fluorescence artefact?]	1	-3
OCc1nc2ccccc2n1/N=C/c1cccs1	7	-21	14	-14	21	0.8	-1	-21	1
CCCOc1ccc(CCC(=O)N/N=C/c2ccc([N+](=O)[O-])o2)cc1	11	-42	5	-8	2	-0.3	5	-5	-4
O=C(O)C1C2CCC(C2)C1C(=O)NCCC1=CCCCC1 (stereo not given)	4	22	16	-1	-7	0.5	-4	-4	6
O=C(c1cc2c(s1)-c1ccccc1OC2)N1CCN(c2ccccc2)CC1	2	-53	28	-6	-12	0.4	-1	0	-9
COc1ccccc1N(CC(O)Cn1c(C)nc2ccccc21)S(=O)(=O)c1ccccc1 (stereo not given)	-3	18	9	-2	19	-0.3	-15	1	8
COc1cccc(-n2ccnc2SCC(=O)Nc2nccs2)c1	4	18	16	2	0	0.1	-12[fluorescence artefact?]	6	1[fluorescence artefact?]
CCOC(=O)c1sc(NC(=O)CCN2C(=O)c3ccccc3C2=O)c(C(=O)OCC)c1C	4	11	3	-1	-1	0.7	14	3	-4
CCCN1CCC(=O)N([C@H](CSc2ccc(C)cc2)CC(C)C)CC1	16	15	23	-6	18	0.3	2	4	2
CCCCOC(=O)n1c(=S)oc2cc(Cl)ccc21	2	71*	13	0	24	0.1	14	-5	17
Cc1cc(NC(=O)C(C)C)ncc1NC(=O)CCc1ccccc1	2	2	9	8	19	0.1	-1	-2	-4
O=C(Cn1cc[n+](CC(=O)c2ccccc2)c1)c1ccccc1	0	12	7	-1	6	-0.1	2	-1	8
CCOc1cc(S(=O)(=O)N2CCCCC2)ccc1F	-16	3	8	5	25	-0.1	8	-6	6[fluorescence artefact?]
CN1CCN(C(=S)Nc2ccc([N+](=O)[O-])cc2)CC1	2	10	/	-21	-17	0.6	5	/	5
CCOC(=O)c1cc(-c2ccc(F)cc2)n(CC(=O)NCc2ccccn2)c1C	18	-3	5	6	28	0.7	1	-17	-4
O=C(CSc1n[nH]c(=O)n1C1CC1)c1ccc2c(c1)OCCO2	11	-54	11	-13	8	0.0	4	19	-1
CCCn1c(SCC(=O)Nc2cccc(Cl)c2Cl)n[nH]c1=O	10	-30	9	6	20	0.1	1	-1	4
COc1ccc(S(=O)(=O)N(C)c2ccc(C(=O)NCCC(C)C)cc2)cc1	6	-55	5	2	15	0.4	3	9	3[fluorescence artefact?]
O=c1cc(CSc2nnc(-c3ccco3)o2)c2ccccc2[nH]1	2	25&-36	3&4	-12	-25	-0.1	2	-6	2
COC(=O)c1ccc(NC(=O)NC2CCCCC2)cc1	1	-16	9	28	-4	1.9	-2	-1	-9
O=C(NC(Cc1c[nH]c2ccccc12)C(=O)O)c1ccco1 (stereo not given)	0	2	8	-8	26	-0.3	0	-1	-2
CCOC(=O)C(NCCc1ccc(F)cc1)(NC(=O)CC)C(F)(F)F (stereo not given)	6	15	8	2	-11	0.5	19	0	-9
O=C(c1ccc2c(c1)OCO2)C1CCCN(C(=O)Nc2ccc(F)cc2F)C1 (stereo not given)	17	-106	13	-1	-17	-0.8	-2	6	-8
Cc1c(Cl)cccc1N(CC(=O)N1CCCCCC1)S(C)(=O)=O	1	-3	7	2	-15	0.0	0	5	7
CCOC(=O)N1CCN(CC(=O)c2c[nH]c3ccc(F)cc23)CC1	2	-25	5	-6	21	0.5	8	3	-10
CC(NC(=O)Cc1ccsc1)c1ccc(S(N)(=O)=O)cc1 (stereo not given)	3	10	12	1	-30	0.9	-7	9	4
O=C(N/N=C/c1cccs1)C(=O)Nc1cccc(Cl)c1	-20	-40	6	-5	-17	1.3	4	-3	-8
CCOC(=O)C(C)C1(O)c2ccccc2-c2ncccc21 (stereo not given)	3	8&6	5&9	2	3	0.2	7	-4	8

Entries of single compounds from above.
O=C(NC(Cc1c[nH]c2ccccc12)C(=O)O)c1ccco1 (stereo not given) reads Hck-Nef inh = 0; EP2 mod = 2; EP2 antag = 8; Tb hexokinase = -8; m-calpain inh = 26; L929 necroptosis = -0.3; eIF4E-4G inh = 0; Rad51 HR inh = -1; 14-3-3 Bad PPI = -2
CCOC(=O)N1CCN(CC(=O)c2c[nH]c3ccc(F)cc23)CC1 reads Hck-Nef inh = 2; EP2 mod = -25; EP2 antag = 5; Tb hexokinase = -6; m-calpain inh = 21; L929 necroptosis = 0.5; eIF4E-4G inh = 8; Rad51 HR inh = 3; 14-3-3 Bad PPI = -10

Remaining list, next part
SMILES	Hck-Nef inh	EP2 mod	EP2 antag	Tb hexokinase	m-calpain inh	L929 necroptosis	eIF4E-4G inh	Rad51 HR inh	14-3-3 Bad PPI
CN1CCN(C(=O)CSc2nc(-c3cccs3)ccc2C#N)CC1	1	-14	12	-28	-127	0.2	2[fluorescence artefact?]	-4	1[fluorescence artefact?]
O=C(CSc1ncnc2scc(-c3ccc(F)cc3)c12)c1ccc2c(c1)OCCO2	0	8	13	-3	-10	-0.5	-1	7	-16
CCOc1cccc2cc(C(=O)Nc3ccccc3-c3ccccc3)c(=O)oc12	3	28	9	9	-21	1.5	-5[fluorescence artefact?]	10	-12
COc1ccc(S(=O)(=O)NCC2CCCN(C(=O)CNC(C)=O)C2)cc1 (stereo not given)	8	-13	9	-4	6	1.9	1	0	10
C#CCOC(=O)CCCC(=O)NCCCCCCCC	-8	14	3	-1	21	-0.5	2	/	-1
CCCc1[nH][nH]c(=O)c1C(c1ccc(Cl)cc1)C(C#N)C#N (stereo not given)	15	-133&-65	18&15	3	-23	0.5	3	-1	-1[fluorescence artefact?]
Cc1ccc(N=Cc2c(O)n(-c3ccc4c(c3)OCO4)c(=O)c3ccccc23)cc1	1	9	6	0	-29	-0.5	-3[fluorescence artefact?]	4	19
CCC(=O)NS(=O)(=O)c1ccc(N=NN2CCCCC2)cc1	0	-1	7	-24	26	-0.4	-6[fluorescence artefact?]	3	6[fluorescence artefact?]
CN(C1CCCCC1)S(=O)(=O)c1ccc(NC(=S)NC(=O)c2cccs2)cc1	-1	-40	2	-3	1	0.5	-4	4	6
CCCC(c1nnnn1CC(=O)OCC)N(Cc1cc2ccc(C)cc2[nH]c1=O)C1CCCC1 (stereo not given)	9	29	11	-12	-3	0.1	0[fluorescence artefact?]	/	5[fluorescence artefact?]
CCN(CC)S(=O)(=O)c1cccc(NC(=O)COc2ccc(C#N)cc2OC)c1	-4	-7	5	9	5	2.0	6	-5	-19[fluorescence artefact?]
COC(=O)C1=C(C)N(CC2CCCO2)C(=O)C1 (stereo not given)	-1	22	4	3	-18	-0.1	3	-1	-2
CN(C)c1nc2c(c(=O)[nH]c(=O)n2C)n1Cc1ccccc1Br	-1	20	10	4	7	-0.3	3	3	-17
C=CCNc1cnn(-c2ccc(C)cc2)c(=O)c1Sc1ccc(C)cc1	-3	10	8	-4	65*	1.6	3	-4	5
COC(=O)Nc1nnc(-c2ccccc2Cl)s1	3	-7	11	10	-93	-0.5	-12	4	5
Cc1cccc(NC(=O)C(=O)NCc2ccc3c(c2)OCO3)c1C	-16	-19	8	-2	-13	0.6	2	5	-5
Cc1ccc(CC(NC(=O)c2ccccc2)C(=O)NCC(=O)O)cc1 (stereo not given)	0	16	1	-6	9	0.2	1	-3	5
CCCCCCCCCCSc1n[nH]c(NC(C)=O)n1	0	-8	12	23	24	1.1	-9	7	2
CC(=O)Nc1sc2c(c1C(=O)N1CCOCC1)CCCCC2	-6	11	11	-5	10	0.0	2	-3	3
CC(=O)N1N=C(c2cccc(Br)c2)OC12CCCC2	-4	14	2	-12	-3	-1.2	3	/	7
O=C(O)CCC(=O)c1ccc2c(c1)OCCO2	-4	19	8	-4	10	0.3	-5	2	10
COCCCNC(=O)c1ccc(N2CCCC2)c(NS(=O)(=O)c2ccc(C)cc2)c1	-1	10	4	-16	16	2.4	-4	-11	-10
Cn1nnc2cc(NC(=O)N3CCN(c4ccccn4)CC3)ccc21	-21	18	-2	-2	-19	-0.3	-7[fluorescence artefact?]	5	-2[fluorescence artefact?]
CCn1c(SCC(=O)Nc2oc(-c3ccccc3)c(-c3ccccc3)c2C#N)nnc1-c1cc(OC)cc(OC)c1	-2	38	-1	-26	-121	-0.5	-14[fluorescence artefact?]	-6	-9

Look-ups from above.
CC(=O)Nc1sc2c(c1C(=O)N1CCOCC1)CCCCC2 in L929 necroptosis → 0.0
C=CCNc1cnn(-c2ccc(C)cc2)c(=O)c1Sc1ccc(C)cc1 in EP2 antag → 8

Further structures.
SMILES	Hck-Nef inh	EP2 mod	EP2 antag	Tb hexokinase	m-calpain inh	L929 necroptosis	eIF4E-4G inh	Rad51 HR inh	14-3-3 Bad PPI
O=c1n(-c2ccccc2)c(=O)n2n1CCC2	1	3	11	0	-26	0.8	4	-8	8
O=C(O)[C@@H]1Cc2ccccc2N1	12	-3	17	-7	-21	0.4	3	14	-9
COCCn1c(=N)c(C(=O)NCc2ccco2)cc2c(=O)n3ccccc3nc21	23	-9	8	-8	i	-1.7	/	2	/
COc1ccccc1NC(=O)CCSc1nnc(-c2ccco2)o1	17	26	5	2	-31	9.6	-1	-8	-12
CCCCNC(=O)CSc1nc2cc3c(cc2c(=O)n1CCC(=O)NCCc1ccc(OC)c(OC)c1)OCO3	27	20	6	-4	-75	-0.3	2	3	8
COc1cccc(-n2c(Cc3cc(=O)[nH]c(=O)[nH]3)nnc2SCC(=O)N2CCCC2)c1	1	23	8	-6	-7	0.9	6	4	-7
CCn1cc(CNCc2ccc(OCC(O)CN(C)Cc3ccccc3)cc2)cn1 (stereo not given)	32	-39	7	3	0	0.3	-1	-8	-3
COCCNC(=O)CN(CCc1ccccc1)S(=O)(=O)c1ccc(OC)cc1	2	1	6	-4	-9	-0.4	-4	-2	7
O=C(O)c1cccc(NC(=S)NC(=O)c2ccncc2)c1	17	19	8	3	17	0.2	-1	14	2
CC12CC3CC(C)(C1)CC(CN)(C3)C2	1	3	15	2	9	0.5	13[fluorescence artefact?]	-1	-6[fluorescence artefact?]
O=C(O)CC(c1ccc(Cl)cc1)n1cccc1 (stereo not given)	0	-5	6	8	0	0.2	-11	-6	-4
CCOc1ccc(-c2cc(C(=O)NN3CCN(C)CC3)c3cc(Cl)ccc3n2)cc1	-1	2	5	-17	-354	4.6	9	-12	6

Some of the compounds tested; the hit share may differ from the screen's.
